Assay outcomes as filed in PubChem BioAssay.
KDM4C inh – KDM4C (human) demethylase inhibition; inhibition, % at 12.5 µM; AID 720574; Q9H3R0; GST-KDM4C 2-372, H3K9me3 peptide, LANCE TR-FRET; 96,000 compounds, 0.15% hits;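 active = mean replicate inhibition above about 25%, with at least 55% of replicates also reaching it, limit read from the data, passing the limit was not always enough; inconclusive = only one of those two conditions met; inactive = neither condition met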
Target sequence (Q9H3R0 2-372 limits assumed): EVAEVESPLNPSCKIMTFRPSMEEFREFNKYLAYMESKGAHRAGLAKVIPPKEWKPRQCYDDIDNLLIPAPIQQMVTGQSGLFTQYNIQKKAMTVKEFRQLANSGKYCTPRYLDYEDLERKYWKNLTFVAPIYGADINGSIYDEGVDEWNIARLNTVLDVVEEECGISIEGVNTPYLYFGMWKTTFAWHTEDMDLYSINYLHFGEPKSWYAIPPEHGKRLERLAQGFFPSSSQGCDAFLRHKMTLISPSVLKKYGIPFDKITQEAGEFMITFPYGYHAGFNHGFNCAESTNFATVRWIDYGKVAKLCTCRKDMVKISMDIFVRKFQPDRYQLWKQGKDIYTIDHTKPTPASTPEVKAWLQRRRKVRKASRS
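Material: GST-tagged GASC-1 (JMJD2C) catalytic fragment, aa 2-372. Input: enzyme final amount 10 nM. Medium: HEPES buffer, pH 7.5, plus ascorbate. Reagent: H3K9me3 peptide substrate, Fe(II), 2-oxoglutarate. Doses: single dose. Times: reaction 30 min RT, detection step 1 h RT. Measured by: LANCE TR-FRET. Evaluation: Fall in 671/618 emission ratio as inhibition.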
Pf Dd2 inh – inhibitors of Plasmodium falciparum Dd2 growth. 94,000 compounds, 2.3% hits. AID 1159554. P. falciparum Dd2 growth, SYBR Green, 72 h; hits give low values. activity change, % at 10 µM; in the data active = activity change below about -80%; inconclusive = no clear call, values can overlap the other calls
T cruzi growth – inhibitors of T. cruzi proliferation | inhibition, % at 8.34 µM | 77,000 compounds, 5.9% hits | T. cruzi beta-gal in NIH3T3, GalScreen luminescence, 90 h;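 active = mean inhibition above about 93%, with at least 55% of replicates each passing it, limit read from the data, passing the limit was not always enough; inconclusive = only one of those two conditions holds; inactive = neither condition holds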
C diff growth – C. difficile growth inhibition | Clostridium difficile clinical isolate growth, OD600, 24 h; hits give low values | growth activity, negative = inhibition, % at 16 µg/mL (by protocol) | 86,000 compounds, 0.25% hits;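 active = mean growth activity at or below -80% and every replicate also at or below -80%; inconclusive = mean at or below -80% but some replicate above -80%; inactive = mean growth activity above -80%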;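 note: 0% = DMSO wells and -100% = levofloxacin 16 µg/mL wells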
Active calls of the source: *; ? = inconclusive; . = not tested or not shown; & = joins results of further samples. Outcome played no part in choosing rows. Share with any hit: about 7.2%.

SMILES | KDM4C inh | Pf Dd2 inh | T cruzi growth | C diff growth
Cc1ccc(S(=O)(=O)N(C)C[C@@H]2Oc3ccc(NC(=O)Nc4ccccc4)cc3C(=O)N([C@H](C)CO)C[C@@H]2C)cc1 | -0.3 | 0 | . | -1
C[C@@H]1CN([C@H](C)CO)C(=O)c2cc(-c3cccnc3)cnc2O[C@H]1CN(C)C(=O)Nc1ccc(F)cc1 | -1.2 | 9 | -13 | 3
CNC[C@@H]1Oc2ccc(NS(=O)(=O)c3c(C)noc3C)cc2CC(=O)N([C@@H](C)CO)C[C@H]1C | -2.2 | 28 | 4 | -3
C[C@H]1CCCCO[C@@H](CN(C)C(=O)Nc2ccccc2)[C@@H](C)CN([C@@H](C)CO)C(=O)c2cc(NC(=O)Nc3ccc(C(F)(F)F)cc3)ccc2O1 | 0.3 | -15 | . | -9
O=C(C1CCCC1)N1CC(=O)N2[C@H](CO)[C@H](c3ccc(Br)cc3)[C@H]2C1 | 1.6 | 28 | . | 0
C[C@@H]1CCCCO[C@@H](CN(C)C(=O)Nc2ccccc2)[C@H](C)CN([C@H](C)CO)C(=O)c2cc(NC(=O)C3CCCCC3)ccc2O1 | . | -78 | 60 | 4
CCC(=O)N1[C@H](C(=O)NCc2ccc(F)cc2)[C@@H](CO)[C@@H]2Cn3c(cccc3=O)[C@@H]21 | -0.8 | . | 49 | 1
C[C@H]1CN([C@@H](C)CO)C(=O)c2cc(-c3cccc(C#N)c3)cnc2O[C@@H]1CN(C)C | 0.8 | 29 | 13 | -2
O=C(c1cccc(F)c1)N1CCCCN2[C@H](C1)[C@@H](c1ccc(/C=C/c3ccccc3)cc1)[C@@H]2CO | 0.9 | -50 | 111* | -6
O=C(N[C@@H]1C=C[C@H](CC(=O)N2CCOCC2)O[C@@H]1CO)c1ccccn1 | -1.9 | 26 | 33 | 0
CS(=O)(=O)Nc1ccc2c(c1)[C@H]1C[C@H](CC(=O)NCc3ccccc3F)O[C@@H](CO)[C@H]1O2 | -3.5 | 23 | 58 | 3
C[C@@H]1CN([C@@H](C)CO)C(=O)c2cccc(NC(=O)c3cnccn3)c2O[C@H]1CN(C)Cc1ccc(Oc2ccccc2)cc1 | 4.8 | -26 | 58 | 5
CCCNC(=O)N1C[C@@H](O)COC[C@@H]2O[C@H](CC(=O)N3CCC(Cc4ccccc4)CC3)CC[C@H]21 | -0.7 | 8 | -1 | 7&7
CN1[C@@H]2Cn3c(ccc(-c4ccc(F)cc4)c3=O)[C@H]1[C@@H](C(=O)NC1CCCCC1)[C@@H]2CO | 0.9 | 16 | 41 | -3
CO[C@@H]1CN(C)C(=O)c2cc(NS(=O)(=O)c3ccccc3)ccc2OC[C@H](C)N(Cc2nccs2)C[C@@H]1C | -1.0 | -22 | 111* | .
COc1ccccc1S(=O)(=O)N(C)C[C@H]1OCc2ccccc2-c2c(n(C)c3ccccc23)C(=O)N([C@@H](C)CO)C[C@@H]1C | -4.4 | -87* | 72 | 5
COC(=O)C[C@H]1C[C@H]2c3cc(NC(=O)C4CCOCC4)ccc3O[C@H]2[C@@H](CO)O1 | . | 20 | . | 1
C[C@@H]1CN([C@H](C)CO)C(=O)c2cccc(NS(=O)(=O)c3ccc(F)cc3)c2O[C@@H]1CN(C)Cc1ccc(Cl)c(Cl)c1 | -3.9 | -23 | 67 | 9
C[C@@H]1CCCCO[C@H](CN(C)Cc2ccccc2)[C@@H](C)CN([C@@H](C)CO)C(=O)c2cc(NC(=O)CCC(F)(F)F)ccc2O1 | 0.5 | -14 | 38 | 6
O=S(=O)(c1ccccc1F)N1CC[C@@H]2[C@H]1c1cc(-c3ccccc3F)ccc1N[C@@H]2CO | 0.3 | -1 | 53 | -2
CN(C)C(=O)c1ccc(-c2ccc3c(c2)[C@@H]2[C@@H](CCN2C(=O)c2ccc4c(c2)OCO4)[C@H](CO)N3)cc1 | 1.6 | -9 | ? | 2
COc1ccccc1NC(=O)N(C)C[C@H]1Oc2ncc(C#CCC(C)C)cc2C(=O)N([C@@H](C)CO)C[C@@H]1C | -1.4 | -67 | 78 | -7
COCC(=O)N1C[C@H](C)[C@@H](OC)CN(C)C(=O)c2ccc(NC(=O)c3cnccn3)cc2OC[C@@H]1C | -0.3 | 59 | . | -5
COc1ccc2c3c([nH]c2c1)[C@@H](CO)N(C(=O)CN(C)C)CC31CN(CC2CCCC2)C1 | -0.8 | -86* | . | 8
COCC(=O)Nc1ccc2c(c1)C(=O)N(C)C[C@@H](OC)[C@H](C)CN(C(=O)c1cccnc1)[C@@H](C)CO2 | 1.3 | 3 | -9 | .
C[C@@H]1CN([C@@H](C)CO)C(=O)c2cccc(NC(=O)c3ccncc3)c2O[C@H]1CN(C)S(=O)(=O)c1ccc(Cl)cc1 | . | 6 | 2 | -6
C[C@H](CO)N1C[C@H](C)[C@H](CN(C)C(=O)Nc2ccc(C(F)(F)F)cc2)Oc2ncc(/C=C/c3ccccc3)cc2C1=O | -0.1 | -58 | . | 79
COc1ccccc1NC(=O)Nc1ccc2c(c1)OC[C@@H](C)N(Cc1ccccc1Cl)C[C@@H](C)[C@H](OC)CN(C)C2=O | -1.7 | -97* | 127* | .
O=C(C[C@H]1CC[C@@H]2[C@H](COC[C@@H](O)CN2C(=O)c2ccncc2)O1)NCc1ccc(-c2ccccc2)cc1 | 0.3 | 1 | 16 | 6
C[C@@H]1CN([C@H](C)CO)C(=O)Cc2cc(NC(=O)Cc3ccccc3)ccc2O[C@H]1CN(C)C(=O)Nc1ccc(F)cc1 | -1.0 | -3 | . | -4&-5
Cc1noc(C)c1NC(=O)N1C[C@@H](O)COC[C@@H]2O[C@@H](CC(=O)NCC3CC3)CC[C@H]21 | 1.1 | . | 77 | -6&-7
N#C[C@@H]1[C@H](c2ccc(-c3cccc(F)c3)cc2)[C@H](CO)N1C(=O)CN1CCOCC1 | 2.0 | 1 | 65 | 11
O=C(C[C@H]1C=C[C@H](NC(=O)c2cccc(F)c2)[C@H](CO)O1)NCCN1CCCC1 | 0.3 | 6 | . | -2
O=C(C[C@H]1C=C[C@@H](NC(=O)c2ccncc2)[C@@H](CO)O1)NCC1CCCCC1 | 1.9 | . | . | 3
C[C@H](CO)N1C[C@H](C)[C@H](CN(C)Cc2ccc(C(=O)O)cc2)OCCCC[C@H](C)Oc2ccc(NS(=O)(=O)c3ccc(Cl)cc3)cc2C1=O | 1.8 | 1 | 67 | -4
C[C@H](CO)N1C[C@H](C)[C@@H](CN(C)C(=O)[C@@H]2CCCN2C)OCc2ccccc2-c2c(n(C)c3ccccc23)C1=O | -0.9 | -22 | 55 | -4
C[C@@H]1CCCCO[C@H](CN(C)C)[C@H](C)CN([C@@H](C)CO)C(=O)c2cc(NC(=O)NC3CCCCC3)ccc2O1 | 3.1 | -32 | 34 | 0
C[C@H]1CN([C@@H](C)CO)C(=O)Cc2cc(NS(=O)(=O)c3ccc(Cl)cc3)ccc2O[C@@H]1CN(C)Cc1ccccc1 | -0.4 | -26 | 102* | -1
CO[C@H]1CN(C)C(=O)c2cc(NS(=O)(=O)c3ccccc3)ccc2OC[C@H](C)N(Cc2ccccn2)C[C@@H]1C | 0.8 | -8 | 14 | 1
C[C@H](CO)N1C[C@H](C)[C@@H](CN(C)C(=O)C2CCC2)Oc2ncc(/C=C/c3ccccc3)cc2C1=O | -0.4 | -64 | 59 | -5
C[C@@H]1CN([C@@H](C)CO)C(=O)c2cc(NC(=O)Nc3cccc4ccccc34)ccc2O[C@@H](C)CCCCO[C@@H]1CN(C)S(=O)(=O)c1cccs1 | -0.4 | -90* | -8 | 0
COc1ccc(S(=O)(=O)N(C)C[C@H]2OCCCC[C@H](C)Oc3ccc(NC(=O)Nc4ccc(C(F)(F)F)cc4)cc3C(=O)N([C@@H](C)CO)C[C@@H]2C)cc1 | -2.5 | -69 | 86 | 1
CC=Cc1ccc2n(c1=O)C[C@H]1[C@H](CO)[C@@H](C(=O)NC3CCC3)[C@@H]2N1S(=O)(=O)c1cn(C)cn1 (mixture of isomers) | 0.6 | . | 49 | 17
C[C@@H]1CCCCO[C@H](CN(C)C(=O)Nc2cccc3ccccc23)[C@@H](C)CN([C@H](C)CO)C(=O)c2cc(N(C)C)ccc2O1 | 1.8 | -28&-68 | 87&93 | -3
COc1ccccc1CNC(=O)C[C@@H]1CC[C@@H](NC(=O)CC2CC2)[C@@H](CO)O1 | -0.1 | 20 | -14 | 1
O=C(C[C@H]1C[C@H]2c3cc(NC(=O)Nc4ccc(C(F)(F)F)cc4)ccc3O[C@H]2[C@H](CO)O1)NCc1cccnc1 | -0.8 | -30 | 9 | -2
C[C@H]1CN([C@@H](C)CO)C(=O)c2cccc(NS(C)(=O)=O)c2O[C@@H]1CN(C)Cc1ccc(Cl)c(Cl)c1 | -1.1 | -17 | 39 | 1
CNC(=O)C[C@@H]1CC[C@H]2[C@H](COc3ccc(NC(=O)c4ccc(F)c(F)c4)cc3C(=O)N2C)O1 | 1.0 | 5 | 4 | 5
COCC(=O)Nc1ccc2c(c1)C(=O)N(C)[C@@H]1CC[C@@H](CC(=O)NC3Cc4ccccc4C3)O[C@H]1CO2 | 0.1 | 10 | 17 | -3
CCCC#Cc1cnc2c(c1)C(=O)N([C@@H](C)CO)C[C@@H](C)[C@H](CN(C)C(=O)C1CCC1)O2 | -0.8 | -33 | 22 | 0
O=C(c1ccccn1)N1C[C@@H]2[C@H](c3ccccc31)[C@@H](CO)N2C(=O)Cc1ccccc1 | 0.1 | 9 | 1 | 8
C[C@H](CO)N1C[C@H](C)[C@@H](CN(C)C(=O)CCCN(C)C)OCCCC[C@H](C)Oc2ccc(NS(=O)(=O)c3cn(C)cn3)cc2C1=O | 3.5 | 54 | 8 | 1
COc1ccccc1C#Cc1ccc2c(c1)O[C@@H](CN(C)C(C)=O)[C@H](C)CN([C@@H](C)CO)S2(=O)=O | -0.1 | -44 | 74 | 11
C[C@H](CO)N1C[C@H](C)[C@H](CN(C)Cc2cccnc2)OCc2cnnn2CCCC1=O | -0.6 | 18 | -13 | 1
Cc1ccc(S(=O)(=O)Nc2cccc3c2O[C@H](CN(C)CC2CCCCC2)[C@@H](C)CN([C@H](C)CO)C3=O)cc1 | 4.2 | 7 | 32 | 5
CCCNC(=O)Nc1ccc2c(c1)C(=O)N(C)[C@H]1CC[C@H](CC(=O)NC3CCC3)O[C@@H]1CO2 | -0.2 | -9 | 62 | -2
N#C[C@@H]1[C@H](c2ccc(C#CCC3CCCC3)cc2)[C@@H](CO)N1C(=O)CN1CCOCC1 | -1.9 | -19 | 101* | -4
CC(C)NC(=O)N1Cc2cc(C(=O)NC3CCCC3)nc(-c3cccc(-c4cccnc4)c3)c2[C@H]1CCO | . | -29 | . | -2
C[C@@H]1CN([C@H](C)CO)C(=O)c2cccc(NC(=O)CCCCCC(=O)Nc3ccccc3N)c2O[C@H]1CN(C)C(=O)Nc1ccccc1 | -0.1 | -59 | . | 1

Some of these compounds in order of formula weight, falling.
SMILES | KDM4C inh | Pf Dd2 inh | T cruzi growth | C diff growth
C[C@H](CO)N1C[C@H](C)[C@@H](CN(C)C(=O)CCCN(C)C)OCCCC[C@H](C)Oc2ccc(NS(=O)(=O)c3cn(C)cn3)cc2C1=O | 3.5 | 54 | 8 | 1
C[C@@H]1CN([C@H](C)CO)C(=O)c2cccc(NC(=O)CCCCCC(=O)Nc3ccccc3N)c2O[C@H]1CN(C)C(=O)Nc1ccccc1 | -0.1 | -59 | . | 1
Cc1ccc(S(=O)(=O)Nc2cccc3c2O[C@H](CN(C)CC2CCCCC2)[C@@H](C)CN([C@H](C)CO)C3=O)cc1 | 4.2 | 7 | 32 | 5
CC(C)NC(=O)N1Cc2cc(C(=O)NC3CCCC3)nc(-c3cccc(-c4cccnc4)c3)c2[C@H]1CCO | . | -29 | . | -2
COCC(=O)Nc1ccc2c(c1)C(=O)N(C)[C@@H]1CC[C@@H](CC(=O)NC3Cc4ccccc4C3)O[C@H]1CO2 | 0.1 | 10 | 17 | -3
COc1ccccc1C#Cc1ccc2c(c1)O[C@@H](CN(C)C(C)=O)[C@H](C)CN([C@@H](C)CO)S2(=O)=O | -0.1 | -44 | 74 | 11
CNC(=O)C[C@@H]1CC[C@H]2[C@H](COc3ccc(NC(=O)c4ccc(F)c(F)c4)cc3C(=O)N2C)O1 | 1.0 | 5 | 4 | 5
CCCNC(=O)Nc1ccc2c(c1)C(=O)N(C)[C@H]1CC[C@H](CC(=O)NC3CCC3)O[C@@H]1CO2 | -0.2 | -9 | 62 | -2
CCCC#Cc1cnc2c(c1)C(=O)N([C@@H](C)CO)C[C@@H](C)[C@H](CN(C)C(=O)C1CCC1)O2 | -0.8 | -33 | 22 | 0
O=C(c1ccccn1)N1C[C@@H]2[C@H](c3ccccc31)[C@@H](CO)N2C(=O)Cc1ccccc1 | 0.1 | 9 | 1 | 8
